Compound activity (PubChem BioAssay)
GCN5L2 inh = blocks human GCN5L2 histone acetyltransferase; Q92830; GCN5L2 HAT assay, ThioGlo1 CoA-SH fluorescence; Potency, µM (highest dose often 58.9 µM), inactives show top-dose activity change, negative = inhibition, most hits filed as inhibitors; actives 0.21% (n = 390,000); AID 504327
Target sequence (Q92830 whole entry, looked up): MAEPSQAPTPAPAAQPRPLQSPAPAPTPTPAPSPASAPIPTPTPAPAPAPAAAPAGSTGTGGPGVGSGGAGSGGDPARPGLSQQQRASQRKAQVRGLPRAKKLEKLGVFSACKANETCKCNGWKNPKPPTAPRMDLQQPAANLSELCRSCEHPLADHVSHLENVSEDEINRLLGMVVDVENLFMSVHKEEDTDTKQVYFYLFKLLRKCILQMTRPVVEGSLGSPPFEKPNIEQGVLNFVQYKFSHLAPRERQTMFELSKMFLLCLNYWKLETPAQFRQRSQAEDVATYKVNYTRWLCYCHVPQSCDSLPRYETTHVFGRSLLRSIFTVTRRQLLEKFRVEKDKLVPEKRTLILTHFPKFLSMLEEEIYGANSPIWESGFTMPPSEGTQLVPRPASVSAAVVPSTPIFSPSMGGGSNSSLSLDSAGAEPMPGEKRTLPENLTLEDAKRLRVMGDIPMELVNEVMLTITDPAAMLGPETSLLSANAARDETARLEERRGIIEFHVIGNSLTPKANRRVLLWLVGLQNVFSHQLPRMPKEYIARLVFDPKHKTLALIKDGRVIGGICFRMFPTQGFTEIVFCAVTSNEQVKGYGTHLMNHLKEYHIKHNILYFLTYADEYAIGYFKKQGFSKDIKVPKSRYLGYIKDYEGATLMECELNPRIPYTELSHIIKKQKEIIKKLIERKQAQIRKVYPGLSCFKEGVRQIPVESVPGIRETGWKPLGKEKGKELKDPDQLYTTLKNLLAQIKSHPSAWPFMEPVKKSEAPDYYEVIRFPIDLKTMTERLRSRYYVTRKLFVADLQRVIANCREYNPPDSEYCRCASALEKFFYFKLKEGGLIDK
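ThioGlo1-coupled HAT assay: 20nM GCN5L2, 70uM acetyl-CoA, 75uM H3(1-25) peptide, pH 7.5. Fluorescence read at 340/540nm at start and after 20 min at room temperature.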
TDP1 cell noCPT = qHTS for Inhibitors of human tyrosyl-DNA phosphodiesterase 1 (TDP1): qHTS in cells in absence of CPT; DT40 Tdp1-/- hTDP1 cells, no CPT, ATP luminescence, 48 h; Potency, µM (series often up to 46.2 µM), without a hit: at the top dose activity change, negative = growth inhibition, hits mostly inhibitors; actives 15% (n = 420,000); note: nearly all actives have a fitted effect of over 55% in size
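Stably hTDP1-transfected Tdp1-null chicken DT40 cells were treated with library compounds minus camptothecin and grown for at least 48 hr at 37 °C, after which cellular ATP was quantified by luminescence.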
TDP1 cell CPT = growth inhibition of DT40 Tdp1-/-;hTDP1 cells with camptothecin (screen for TDP1 inhibitors) | chicken DT40 Tdp1-/-;hTDP1 cells + 20 nM CPT, ATP luminescence, 48 h | Potency, µM (titrated, usually from 46.2 µM), without a hit: top-dose activity change, negative = growth inhibition, actives largely listed as inhibitors | actives 12% (n = 420,000) | AID 686979; note: nearly all actives have a fitted effect of over 55% in size
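Chicken DT40 Tdp1-/- cells stably complemented with human TDP1 were seeded at 400 cells/well in medium containing 20 nM camptothecin, exposed to pin-transferred compounds, and grown at 37 °C for at least 48 hr. Viability was read as ATP luminescence.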
* = called active by the depositor; ? = inconclusive; · = no result given; [ ] = remark or other dose. Calls come from the whole dose curve; as a rule, active = well fitted curve in the direction sought with a large enough effect; inconclusive = small, poorly fitted or top-dose-only effect, or another doubt; inactive = no such curve, though single readings can be large; an effect the other way counts as inactive or inconclusive. % is set by controls: 0 for no effect and ±100 for the full control effect; potency is the fitted concentration of half-maximal effect.

SMILES,TDP1 cell CPT,TDP1 cell noCPT,GCN5L2 inh
Brc1cc2c(cc1-c1nc3ccccc3s1)OCO2,-9%,?,-4%
COc1ccc(S(=O)(=O)NCC2CCCN(C(=O)CC3CCCC3)C2)cc1 (stereo not given),-57%,?,-5%
CCc1ccc2c(c1)c(N=NC1=NC(=O)CS1)c(O)n2CC,?,?,-9%
Cn1c(Cl)nc2ccccc21,6%,0%,1%
CC1CCCCN1CC(=O)Nc1ccc(N2CCCCCC2)cc1 (stereo not given),?,?,-2%
O=C1COCCOCCOCCOCC(=O)NCCN1,0%,1%,-7%
COc1ccc(/C=C2/SC(=S)N(CCCC(=O)Nc3ccccc3C(=O)O)C2=O)cc1,2%,-3%,-11%
CCn1c(=O)c(C(=O)NNC(=O)c2ccccc2Br)c(O)c2ccccc21,?,?,0%
Cc1[nH]c2ccccc2c1C(C[N+](=O)[O-])c1ccco1 (stereo not given),?,?,-6%
C[C@@H]1CCCCO[C@@H](CN(C)Cc2ccc3c(c2)OCO3)[C@@H](C)CN([C@H](C)CO)C(=O)c2cc(NS(=O)(=O)c3ccccc3)ccc2O1,18µM*,10µM*,·
COC(=O)[C@@]1(C)[C@H]2C(=O)N(C)C(=O)[C@H]2[C@H]2CN(C)C(=NC3CCCCC3)N21,-9%,4%,-12%
COc1cccc(N2CCN(C(=O)c3c(C)nn(-c4ccccc4)c3C)CC2)c1,-28%,-24%,-10%
CSc1ccc(/C=N/NC(=O)c2ccc(O)cc2)cc1,26µM*,?,36%[activator]
COc1ccc(CNC(=O)C2CCN(S(=O)(=O)c3ccc4c(ccn4C)c3)CC2)cc1,-5%,?,1%
Cc1csc2ncc(C(=O)Nc3ccccc3Cl)c(=O)n12,-3%,-4%,-3%
COCCCNC(=O)c1ccc(NC(=O)N2CCCCc3ccccc32)cc1,-1%,-3%,-4%
CCCNC(=O)NNC(=O)c1cc(-c2ccc3c(c2)OCO3)nc2ccccc12,?,?,-11%
O=C(Nc1ccc(Cl)cc1Cl)c1ccc2c(=O)n3c(nc2c1)CCC3,?,16µM*,2%
COc1ccccc1CNC(=O)C1Cc2cc(S(=O)(=O)N3CCCC3)ccc2N1C(C)=O (stereo not given),-8%,-2%,-4%
O=C(Nc1ccc(Br)cc1)c1csc(-c2ccncc2)n1,-30%,?,0%
CN1C(=O)c2cccc(NC(=O)Cc3ccccc3)c2C1=O,-2%,-13%,-16%
CCN(CC(=O)Nc1ccc(OC)cc1)CC(=O)Nc1sc2c(c1C(=O)OC)CCCC2,?,?,-12%
Cc1nc(Oc2ccccc2)c2oc3ccccc3c2n1,-5%,4%,-3%[0.501 µM]
Cc1cc(SCC(=O)NC2CC2)nc2ccccc12,2%,-8%,-1%
CCN(c1ccccc1)S(=O)(=O)c1cc(C(=O)NCC(c2ccco2)N2CCCCC2)ccc1C (stereo not given),?,?,-7%
CCc1c(C)nc2ncnn2c1Nc1ccc(C)c(C)c1,23µM*,?,-4%
Cc1nnc(NC(=O)c2sc3nc(-c4cccs4)cc(C(F)(F)F)c3c2N)s1,?,?,-4%
COC(=O)c1ccc(NC(=O)COc2ccc([N+](=O)[O-])cc2)cc1,0%,-8%,-1%
COC(=O)c1ccc(NC(=O)COC(=O)C2=NN(c3ccccc3)C(=O)CC2)cc1,6%,5%,-2%
COc1cccc(NC(=O)C2CCCN(S(C)(=O)=O)C2)c1 (stereo not given),5%,-20%,-2%
O=c1c2ccccc2ncn1Cc1ccc(Cl)c(Cl)c1,4%,0%,-11%
CCCCN(C(=O)Cn1nnc2ccccc21)C(C(=O)NCCOC)c1cccs1 (stereo not given),9%,15%,-2%
CN(CC(=O)Nc1ccc(F)c(F)c1F)C(=O)C1CC(=O)N(c2ccc3c(c2)OCCO3)C1 (stereo not given),-8%,-20%,-10%
CSc1nnc([C@H](Cc2c[nH]c3ccccc23)NC(=O)OC(C)(C)C)o1,-6%,-6%,-3%
CC(C)OCCCn1c(SCc2ccccc2Cl)nc2c(sc3ccccc32)c1=O,1%,-19%,-10%
O=c1cc(N2CCC3(CC2)OCCO3)[nH]c(=O)n1C1CCCCC1,-4%,-12%,0%
Cc1ccc(C2CC2c2n[nH]c(=S)n2-c2ccc(Cl)cc2)cc1 (stereo not given),?,?,-3%
CCOCCCNC(=O)C(NC(=O)c1cnccn1)c1ccc(C)cc1 (stereo not given),0%,3%,-1%
CCn1cc(S(=O)(=O)N2CCCC2)cn1,-3%,4%,2%
CCOC(=O)/C(=N\Nc1ccc(OC)cc1)c1csc(Nc2ccccc2)n1,?,?,-8%
O=C(O)c1[nH]c2ccccc2c1CC(=O)N1CCN(c2ccccc2)CC1,8%,-14%,-5%
O=C(Nc1cccc(C(F)(F)F)c1)c1cccnc1N1CCOCC1,-29%,6%,1%
O=C(/C=C/Nc1ccc(Nc2ccccc2)cc1)c1cccs1,?,?,10%
CN(CC(=O)Nc1cccc(C#N)c1)S(=O)(=O)c1cc2c(cc1Cl)NC(=O)CO2,-13%,?,-7%
COC(C[C@@H]1O[C@H]1C(=O)COCc1ccccc1)OC,16µM*,21µM*,·
N=C1CCCN1CC(=O)c1cccs1,3%,3%,-10%
Cc1c(NC(=O)COC(=O)c2ccccc2O)c(=O)n(-c2ccccc2)n1C,2%,-15%,·
Cc1ccc(C(=O)NCc2ccco2)cc1S(=O)(=O)N1CCCC1,?,-4%,-4%
COC(=O)c1ccccc1Nc1ccnc(Cl)n1,-7%,-13%,·
CC(C)c1cc(-c2cc(-c3ccccc3)on2)nc(NC2CCCC2)n1,?,?,-11%
CCC(CC)C(=O)c1c[nH]c(C(=O)NCCc2ccccn2)c1,?,?,-11%
CSc1ccc(CCNC(=O)CN2C(=O)COc3ccc(S(=O)(=O)N4CCCC4)cc32)cc1,23µM*,?,-14%
CCn1c(N2CCN(C(=O)C34CC5CC(CC(C5)C3)C4)CC2)nc2ccccc21,29µM*,26µM*,-17%
Cc1ccc(Cn2cc(SCC(=O)Nc3nccs3)c3ccccc32)cc1,?,?,?
O=C(N/N=C/c1c(Cl)cccc1Cl)c1ccc(-n2cnnn2)cc1,-5%,-4%,-5%
O=C1NC[C@@H](CCCCN2C[C@H](Cc3ccccc3)N(CCC3CCCCC3)C(=O)C2=O)N(CCc2ccc(O)cc2)C1=O,-5%,3%,·

The listing continues:
SMILES,TDP1 cell CPT,TDP1 cell noCPT,GCN5L2 inh
Cc1ccc(CN2CC(C(=O)NCC(=O)Nc3c(C)cccc3C)CC2=O)cc1 (stereo not given),18%,0%,2%
Cc1ccc(C(=O)NC(C)c2ccc(F)cc2)cc1 (stereo not given),-1%,-15%,37%[activator]
CCN(CCCn1c(=S)[nH]c2ncccc2c1=O)c1ccccc1,30%,-6%,18%
Fc1cnc(N/N=C/c2ccc(-c3ccc(Br)cc3)o2)nc1N1CCOCC1,11%,3%,-6%
O=C(CNS(=O)(=O)Cc1ccccc1)NCc1ccccc1,8%,2%,-5%
CCOc1cc(/C=N/NC(=O)C(=O)N/N=C/c2ccc(O)c(OCC)c2)ccc1O,0%,-1%,1%
CCCCCn1nc(C(=O)OCc2nc(N)nc(Nc3ccccc3)n2)c2ccccc2c1=O,3%,?,-6%
CCOC1=C2[C@H](c3ccccc3)N(S(=O)(=O)c3ccc(C)cc3)C(C(C)(C)C)[C@H]2C(C#N)(C#N)C(C#N)(C#N)C1 (stereo not given in full),2.1µM*,2.1µM*,·

7 structures out of the list, sorted by molecular weight, largest number first:
SMILES,TDP1 cell CPT,TDP1 cell noCPT,GCN5L2 inh
O=C1NC[C@@H](CCCCN2C[C@H](Cc3ccccc3)N(CCC3CCCCC3)C(=O)C2=O)N(CCc2ccc(O)cc2)C1=O,-5%,3%,·
CCOC1=C2[C@H](c3ccccc3)N(S(=O)(=O)c3ccc(C)cc3)C(C(C)(C)C)[C@H]2C(C#N)(C#N)C(C#N)(C#N)C1 (stereo not given in full),2.1µM*,2.1µM*,·
Fc1cnc(N/N=C/c2ccc(-c3ccc(Br)cc3)o2)nc1N1CCOCC1,11%,3%,-6%
CCOc1cc(/C=N/NC(=O)C(=O)N/N=C/c2ccc(O)c(OCC)c2)ccc1O,0%,-1%,1%
O=C(N/N=C/c1c(Cl)cccc1Cl)c1ccc(-n2cnnn2)cc1,-5%,-4%,-5%
CCN(CCCn1c(=S)[nH]c2ncccc2c1=O)c1ccccc1,30%,-6%,18%
O=C(CNS(=O)(=O)Cc1ccccc1)NCc1ccccc1,8%,2%,-5%

Carrying on.
SMILES,TDP1 cell CPT,TDP1 cell noCPT,GCN5L2 inh
Cc1cc([N+](=O)[O-])nn1CC(=O)Nc1cnc2ccccc2c1,-2%,-6%,-1%
Cn1ncc2c(NCc3cccc(Cl)c3)ncnc21,15µM*,?,-3%
Cc1ccc(-c2csc(N3CCC(NS(=O)(=O)c4ccc5c(c4)OCCO5)CC3)n2)cc1,?,15µM*,?
O=C(CN1C(=O)NC2(CCCCCC2)C1=O)N1CCC(Cc2ccccc2)CC1,?,16µM*,2%
C[C@H](NC(=O)c1nc[nH]c1C(=O)NC1CCN(C(=O)OC(C)(C)C)CC1)C(=O)OCc1ccccc1,?,?,1%
O=c1n(Cc2ccccc2Cl)nc2n1-c1ccccc1SC2,-2%,?,-10%
CCN1CCN(c2ncc3c(n2)CCN(Cc2ccc(Br)s2)C3)CC1,13µM*,10µM*,1%
COc1ccc(C)cc1N(CC(=O)NCCN1CCOCC1)S(=O)(=O)c1ccccc1,0%,-5%,0%
O=C(COc1ccc([N+](=O)[O-])cc1)Nn1cnnc1,-1%,-21%,-4%
O=C(Nc1ccc2nsnc2c1)NC1CCCCC1,?,?,-1%
CCOCCCn1c(SCC(=O)Nc2ccc(OC)cc2OC)nc2ccccc2c1=O,-29%,?,0%
S=c1nc(Cc2ccc(Cl)cc2)[nH]c2ccccc12,-29%,?,-8%
COc1ccc(-c2[nH]ncc2CN2CCC(C(=O)c3ccc(F)cc3)CC2)cc1,?,?,-1%
Cc1cc2c(cc1S(=O)(=O)N(C)Cc1ccccc1)n(C)c(=O)c(=O)n2C,-11%,-20%,-6%
Cc1ccc(NC(=O)CNC(=O)c2ccccc2F)cc1Cl,1%,1%,-20%
N#C/C(=C(/O)c1cccc(F)c1)c1nc2ccccc2s1,21µM*,12µM*,1%
Cc1ccc(NC(=O)Nc2nnc(N(C)Cc3ccccc3)s2)cc1,-28%,-19%,-12%
CC1(C)Cc2cccc(OCC(=O)OCC(=O)c3ccccc3)c2O1,-28%,12%,-4%
O=C(c1ccc(F)cc1)c1cnc(Nc2ccccc2)s1,-3%,-18%,-6%
CC(C)CC1Nc2ncnc(N3CCN(c4ccccn4)CC3)c2N(Cc2ccc(Br)cc2)C1=O (stereo not given),?,?,?
O=C1C2CCCN2C(c2ccccc2)N1c1nccs1 (stereo not given),6%,3%,-20%
CC(C)CCNC(=O)C1CC(=O)N(C2CCCC2)C1 (stereo not given),4%,9%,-8%[0.501 µM]
OCCNCCOc1ccccc1F,-6%,-20%,1%
COc1ccc(NC(=O)CCc2ccccc2)cc1S(=O)(=O)N1CCOCC1,-3%,-7%,-7%

Whole records, looked up by structure. Screens in order: TDP1 cell CPT | TDP1 cell noCPT | GCN5L2 inh
O=C(c1ccc(F)cc1)c1cnc(Nc2ccccc2)s1 as listed: -3% | -18% | -6%
CC(C)CCNC(=O)C1CC(=O)N(C2CCCC2)C1 (stereo not given) as listed: 4% | 9% | -8%[0.501 µM]
Cc1ccc(NC(=O)Nc2nnc(N(C)Cc3ccccc3)s2)cc1 as listed: -28% | -19% | -12%

More entries:
SMILES,TDP1 cell CPT,TDP1 cell noCPT,GCN5L2 inh
OC[C@@H]1CN(Cc2ccccc2)C[C@H](n2cnc3c(NCc4ccncc4)ncnc32)O1,-6%,6%,·
CC(=O)NS(=O)(=O)c1ccc(NC(=O)CC(C)c2ccccc2)cc1 (stereo not given),-5%,12%,-8%
Cc1ccc2c(c1)[C@H]1[C@H](CO2)[C@H](c2ccccc2)[C@]2(C)C(=O)Nc3cc(F)c(F)cc3C(=O)N12,?,?,-6%
N#Cc1ccsc1NC(=O)CN1CCN(c2ccccc2O)CC1,10%,7%,-7%
CCOc1nc(NCCN2CCOCC2)nc(Nc2ccc(C)cc2)n1,-12%,0%,-10%

Compounds were not picked by outcome; about 18% have a hit in one of these screens.
